RNase H inhibition = RNase H inhibition, HIV 1 Gag Pol polyprotein, FRET biochemical assay, screening (AID 372); inhibition, % at 10 µM, or IC50 in µM where a hit was titrated; 100,000 compounds, 0.77% hits; HIV-1 RT RNase H, FRET RNA/DNA substrate fluorescence; higher % means a stronger effect; in the data active means inhibition above about 50%
An asterisk follows results filed as active. An excerpt; the hit share may differ from the screen's.

The opening 7 compounds (preview)
SMILES	RNase H inhibition
C=CCN1C(=O)/C(=C\c2c(OC)ccc3ccccc23)C(=O)NC1=S	22.0%
CCOC(=O)N1N=C(CC)CC1(O)C(F)(F)F (centres undefined)	7.0%
O=[N+]([O-])c1cccc(/C=N/Nc2ncc(Br)cn2)c1	15.0%
Cc1cc(OCC(=O)Nc2ccc(-c3nc4ccccc4s3)c(O)c2)ccc1Cl	11.0%
COc1cc(NC(=O)c2cccc(Cl)c2)ccc1NC(=O)c1cc2ccccc2o1	34.0%
O=C(/C=C/c1cccs1)N1CCN(C/C=C/c2ccccc2)CC1	5.0%
C/C(=C1/C(=O)N(c2ccc([N+](=O)[O-])cc2)N=C1c1ccccc1)N(C)C	8.0%

The listing, from the start:
SMILES	RNase H inhibition
C=CCN1C(=O)/C(=C\c2c(OC)ccc3ccccc23)C(=O)NC1=S	22.0%
CCOC(=O)N1N=C(CC)CC1(O)C(F)(F)F (centres undefined)	7.0%
O=[N+]([O-])c1cccc(/C=N/Nc2ncc(Br)cn2)c1	15.0%
Cc1cc(OCC(=O)Nc2ccc(-c3nc4ccccc4s3)c(O)c2)ccc1Cl	11.0%
COc1cc(NC(=O)c2cccc(Cl)c2)ccc1NC(=O)c1cc2ccccc2o1	34.0%
O=C(/C=C/c1cccs1)N1CCN(C/C=C/c2ccccc2)CC1	5.0%
C/C(=C1/C(=O)N(c2ccc([N+](=O)[O-])cc2)N=C1c1ccccc1)N(C)C	8.0%
CCN1C(=O)C(=Cc2nc3ccccc3c(=O)n2-c2ccccc2C)c2ccccc21	30.0%
COc1ccc(C)cc1N(CC(=O)Nc1ccc(Cl)cc1C)S(C)(=O)=O	4.0%
CC(=O)Oc1ccc(C2C(C(=O)OCC(C)C)=C(C)NC3=C2C(=O)CC(c2ccccc2)C3)cc1 (centres undefined)	21.0%
Cc1[nH]c2ccccc2c1/C=C/c1nc2ccccc2c(=O)n1-c1ccc([N+](=O)[O-])cc1	20.0%
COc1ccc(C2CC(=O)C3=C(C2)NC(C)=C(C(=O)OCC(C)C)C3c2cccc(Br)c2)cc1 (centres undefined)	11.0%
COc1ccccc1OCCOC(=O)Nc1ccc(Cl)c(Cl)c1	10.0%
CC1=C(C(=O)Nc2ccccc2)C(c2ccc(F)cc2)N2C(=O)CSC2=N1 (centres undefined)	0.0%
COc1ccccc1C1NC(=O)NC(C)=C1C(=O)OCc1ccc(C)cc1 (centres undefined)	17.0%
O=C(NC(=S)Nc1ccc(Oc2ccc(Cl)cc2)cc1)c1ccccc1F	7.0%
C=CCN1C(=O)/C(=C/c2cc([N+](=O)[O-])ccc2OCCOc2ccc(OC)cc2)SC1=S	13.0%
O=C(Nc1ccc2nn(-c3ccccc3)nc2c1)c1ccccc1F	19.0%
O=C(CN1CCOCC1)NCC1COc2ccccc2O1 (centres undefined)	4.0%
O=C(C(Cc1ccccc1)N1C(=O)c2cc(Cl)c(Cl)cc2C1=O)N1CCCCC1 (centres undefined)	16.0%
Cc1ccc(N=C2NC(=O)/C(=C/c3cccs3)S2)cc1Cl	21.0%
O=C(NC1CCCCC1)/C(=C\C=C\c1ccccc1)NC(=O)c1ccccc1	3.0%
O=C(O)CCC(=O)Nc1ccc(NC(=O)c2ccc(Cl)cc2Cl)c(Cl)c1	0.0%
CC1=C(C(=O)OCCOC(C)C)C(c2cccc(O)c2)C2=C(CCCC2=O)N1 (centres undefined)	1.0%
CCCCCCCC(=O)NNC(=O)c1ccc(Br)cc1	0.0%
COc1cc(C(=O)n2nc(C)c(Sc3ccccc3[N+](=O)[O-])c2C)cc(OC)c1OC	26.0%
Cc1ccc(N=Cc2ccc(O)c(O)c2)c(C)c1	28.0%
C/C(=N\Nc1ncc(-c2ccc([N+](=O)[O-])cc2)cn1)c1ccc(I)cc1	0.0%
CCOC(=O)N1CCC(Nc2cccc(SC)c2)CC1	13.0%
CC(C)Oc1ccc(C(=O)Nc2ccccc2C(F)(F)F)cc1	0.0%
O=[N+]([O-])c1ccc(C=Nc2cccc(Cl)c2)cc1	4.0%
O=C(/C=C(\O)c1ccc(Cl)cc1)C(F)(F)F	7.0%
Cc1sc(NC(=O)c2ccccc2C(=O)O)c(C#N)c1C	3.0%
COc1cc(C2Nc3ccccc3-c3nnc(SC)nc3O2)ccc1OCC(=O)O (centres undefined)	3.0%
Cc1nc2c(-c3ccccc3)c(C)nn2c(C(C)(C)C)c1C	3.0%
C#CCSc1nc2c(c(=O)n1Cc1ccccc1)C1(CCCC1)Cc1ccccc1-2	22.0%
COc1ccc(Oc2coc3cc(OCC(=O)O)ccc3c2=O)cc1	0.0%
COC(=O)c1c(NC(=O)CN2C(=O)c3ccccc3C2=O)sc2c1C(C(=O)OC)CC2 (centres undefined)	8.0%
COc1cc(C=C2C(=O)NC(=S)NC2=O)ccc1OC(C)C	9.0%
Cc1ccc(C(=O)N/C(=C/c2ccc(Br)cc2)c2nc3ccccc3[nH]2)cc1	17.0%
c1cc(-c2nnc(-c3ccncc3)o2)ccn1	3.0%
Cc1ccnc(NC(=S)NC(=O)/C=C/c2ccccc2)c1	12.0%
CCOC(=O)COc1ccc(/C=C2/C(=O)NN(c3ccc(C)cc3)C2=O)cc1OC	12.0%
O=C(Nc1nc(-c2ccccc2)cs1)c1ccccc1O	7.0%
CCc1sc(-c2c(C#N)c(N)nc3c2CCCCC3)cc1[N+](=O)[O-]	11.0%
CCCc1cc(=O)oc2cc(OCc3cccc(OC)c3)ccc12	13.0%
O=C(NCC1CCCO1)c1ccc(C2SCC(=O)N2Cc2ccccc2)cc1 (centres undefined)	0.0%
CCN(CC)c1ccc(C2C(C(=O)OC)=C(C)NC3=C2C(=O)CC(c2ccc(OC)cc2)C3)cc1 (centres undefined)	3.0%
CC(C)NC(=O)C(=O)NNC(=O)COc1ccc(Cl)cc1	5.0%
CC(C)c1ccc(OCC(=O)Nc2ccc(F)cc2)cc1	4.0%
CCOC(=O)CNC(c1ccccc1)c1cc(Br)ccc1NC(=O)c1ccccc1 (centres undefined)	9.0%
O=C(CN1CCN(C(c2ccccc2)c2ccccc2)CC1)Nc1ccc(F)cc1	15.0%
O=C(N=Nc1c(O)[nH]c2ccc(F)cc12)/C(=C/c1ccc([N+](=O)[O-])cc1)NC(=O)c1ccccc1	7.0%
Cc1cc(C)c2oc(-c3ccc(NC(=O)c4cc([N+](=O)[O-])ccc4Cl)cc3)nc2c1	12.0%
COc1ccc(N(CC(=O)NC2CC3CCC2C3)S(C)(=O)=O)cc1 (centres undefined)	6.0%
O=c1[nH]c2ccc(Br)cc2c(-c2ccccc2)c1C1=NNC(c2ccc([N+](=O)[O-])cc2)C1 (centres undefined)	18.0%
CCOC(=O)C(=CNc1cc(Cl)c(Cl)cc1Cl)C(=O)OCC	2.0%
CCOC(=O)C1=C(C)N=c2s/c(=C\c3cn(C)c4ccccc34)c(=O)n2C1c1cccs1 (centres undefined)	23.0%
Clc1cccc(C=Nc2cccc3c(N=Cc4cccc(Cl)c4Cl)cccc23)c1Cl	11.0%
COc1cc(C2Nc3ccccc3NC3=C2C(=O)CCC3)ccc1O (centres undefined)	7.0%

Next results follow.
SMILES	RNase H inhibition
Cc1cccc(C(=O)NC(=S)Nc2ccc(O)c(-c3nc4ccccc4s3)c2)c1	15.0%
CC(=O)Nc1cc(-c2ccc(Cl)cc2)nn1-c1ccccc1	16.0%
CCC1CCc2c(sc(NC(=O)c3ccc(Br)o3)c2C(=O)OC)C1 (centres undefined)	13.0%
COc1ccc(/C=C2/C(C)=C(C#N)c3nc(N)c(C#N)c(C)c32)c(OC)c1	17.0%
CC(=O)NN=C1CCN(Cc2ccccc2)CC1	0.0%
O=C(O)c1ccc(N2C(=O)c3cccc4c(C(=O)O)ccc(c34)C2=O)cc1	15.0%
CCN(CC)CCCCCOc1ccc(I)cc1	11.0%
CC1=C(C(=O)OCC(C)C)C(c2ccccc2F)NC(=O)N1 (centres undefined)	0.0%
CC(C)CC(=O)NC(C(Cl)(Cl)Cl)S(=O)(=O)c1ccccc1 (centres undefined)	7.0%
COc1ccc(C(=O)NNC(=O)/C=C/c2ccc(C(C)C)cc2)cc1	6.0%
O=C(NN=C1CCCC1)c1ccc(O)cc1	3.0%
O=c1cnnc(N/N=C\c2c(Cl)cccc2Cl)[nH]1	28.0%

A run of entries of the results above, as a working copy:
SMILES	RNase H inhibition
COc1ccc(/C=C2/C(C)=C(C#N)c3nc(N)c(C#N)c(C)c32)c(OC)c1	17.0%
CC(=O)NN=C1CCN(Cc2ccccc2)CC1	0.0%
O=C(O)c1ccc(N2C(=O)c3cccc4c(C(=O)O)ccc(c34)C2=O)cc1	15.0%
CCN(CC)CCCCCOc1ccc(I)cc1	11.0%

Additional structures.
SMILES	RNase H inhibition
Cc1ccc(/C=C(/C#N)c2nc(-c3cc4cc(Br)ccc4oc3=O)cs2)cc1	10.0%
O=C(O)c1cc(NS(=O)(=O)c2ccc(N3CCCCC3)c([N+](=O)[O-])c2)cc(C(=O)O)c1	4.0%
O=C1C2ON(c3ccccc3)C(c3cccc([N+](=O)[O-])c3)C2C(=O)N1c1ccc(Cl)cc1 (centres undefined)	4.0%
COCCNC(=O)CN(c1cc(Cl)ccc1OC)S(=O)(=O)c1ccc(C)c([N+](=O)[O-])c1	14.0%
Cc1cc(C)cc(NC(=O)c2ccc(Cl)cc2Cl)c1	4.0%
COC(=O)C(C)N(C(=O)c1ccccc1[N+](=O)[O-])c1c(C)cccc1C (centres undefined)	0.0%
CCOc1ccc(-n2nc3ccc(NC(=O)c4ccc(C)c(C)c4)cc3n2)cc1	8.0%
CC1CCN(C(=O)c2ccc(S(=O)(=O)N3CCOCC3)cc2)CC1	0.0%
COc1ccccc1CNC(=O)/C=C/c1ccccc1	10.0%
O=[N+]([O-])c1ccc(CNc2ccc(F)cc2)s1	5.0%
CCOc1ccc2nc(Nc3nc(O)c(C)c(=O)[nH]3)nc(C)c2c1	7.0%
O=C1NC(=O)N(c2ccc(Cl)cc2)C(=O)/C1=C/c1cccc(Cl)c1	11.0%
Cc1ccc(NCCC(=O)c2cccc([N+](=O)[O-])c2)c(C)c1	0.0%
COc1ccc(NC(=O)CN(c2cc(C)cc(C)c2)S(=O)(=O)c2ccccc2)cc1Cl	17.0%
COc1ccc(OCCOc2c(C)cc(Br)cc2C)cc1	11.0%
Nc1ccc(S(=O)(=O)Nc2nccc(/C=C/c3ccc(F)cc3)n2)cc1	6.0%
COC(=O)C1=C(C)NC2=C(C(=O)CC(C)(C)C2)C1c1cccc(Br)c1 (centres undefined)	5.0%
NC(=O)c1cc([N+](=O)[O-])ccc1NCc1ccccc1	18.0%
O=C(NCCCO)/C(=C\c1ccco1)NC(=O)c1ccco1	5.0%
CC(=O)/C=C/c1ccc(-c2cccc([N+](=O)[O-])c2)o1	25.0%
O=C1NC(=O)N(c2ccc(F)cc2)C(=O)/C1=C/c1ccc(N2CCCC2)o1	12.0%
CC1(CC(=O)C(C)(C)C)NN=C(c2ccccc2O)S1 (centres undefined)	5.0%
Cc1cccc(N2C(=O)/C(=C3/C(=O)N(C)c4ccccc43)SC2=S)c1C	4.0%
COc1ccc(CNC(=S)Nc2ccccc2)cc1	17.0%
COc1cccc(CN2CCN(Cc3cccc4ccccc34)CC2)c1OC	7.0%
O=C(CCN1C(=O)/C(=C\c2cccs2)SC1=S)Nc1cc(Cl)ccc1O	8.0%
CCOC(=O)C1=C(C)N(CC)C(=O)NC1c1ccccc1Cl (centres undefined)	12.0%
Nc1ccc(Cl)cc1-n1nc(-c2ccc(F)cc2)c2ccccc2c1=O	5.0%
Oc1ccc(Nc2nc3ccccc3nc2Nc2ccc(O)cc2)cc1	12.0%
COc1ccc(/C=c2\sc3nc(-c4ccccc4)nn3c2=O)cc1	11.0%
COc1cc2c(cc1OC)C(c1cccc(Cl)c1)N(Cc1ccc(F)cc1)CC2 (centres undefined)	31.0%
CCN(CC)C(=O)C1CCCN(Cc2cccc(Oc3ccc(Cl)cc3)c2)C1 (centres undefined)	16.0%
COC(=O)c1ccccc1N1C(=O)c2ccc(C(=O)O)cc2C1=O	2.0%
CN(C1=NC(=O)S/C1=C\c1ccc([N+](=O)[O-])cc1)c1ccc(O)cc1	24.0%
CC1CCC(N2CCN(C(=O)c3ccco3)CC2)CC1 (centres undefined)	7.0%
Cc1ccc(C)n1-c1ccccc1-c1ccccc1N	17.0%
Cc1cc(C)cc(-n2c(C)cc(/C=C(\C#N)C(=O)Nc3ccccc3)c2C)c1	0.0%
COc1ccc(O)c(CN2CCN(Cc3ccc([N+](=O)[O-])cc3)CC2)c1	4.0%
Cc1cc(Oc2ccc(-c3ccccc3)cc2)nc(-c2ccccc2O)n1	5.0%
O=C(/C=C\c1ccccc1)Nc1ccc(Cl)c(-c2nc3ccccc3o2)c1	12.0%
COc1ccc(N2C(=O)NC(=O)/C(=C/c3ccc(OCc4ccccc4F)cc3)C2=O)cc1	6.0%
O=C(NN=C1CCCCCCCCCCC1)c1ccc(O)cc1	0.0%
COc1ccc(S(=O)(=O)N(CC(=O)NCCc2ccccc2)c2ccccc2)cc1	1.0%
COc1ccc(S(=O)(=O)NNC(=O)c2ccc(OC)c(OC)c2)cc1	1.0%
CCCCCCCC1(C)NC(=O)N(c2ccccc2)N1 (centres undefined)	14.0%
Cc1c(C(=O)Nc2ccc(N3CCOCC3)cc2)cccc1[N+](=O)[O-]	7.0%
COc1ccc(CCN/C(C)=C/c2oc3ccc(O)cc3c2[N+](=O)[O-])cc1OC	9.0%
O=C(Nc1ccc(SC(F)(F)F)cc1)Nc1ccc(Cl)c(Cl)c1	20.0%
CC1=C(C(=O)Nc2ccc(C)cc2)C(c2ccc([N+](=O)[O-])cc2)NC(=O)N1 (centres undefined)	5.0%
CCSC1=C(C#N)C(c2cccs2)C(C(=O)Nc2ccccc2OC)=C(C)N1 (centres undefined)	15.0%
CCOc1ccc(/C=c2\sc3nc4ccccc4n3c2=O)cc1Cl	4.0%
O=C(Nc1ccccc1)c1c(F)c(F)c(F)c(F)c1F	0.0%
CCC12C(=O)C(CC)(C(c3ccccc3)=C1c1ccccc1)C1C(=O)N(c3ccccc3)C(=O)C12 (centres undefined)	11.0%

Screening data (PubChem BioAssay)
